High-throughput results as filed in PubChem.
MEKK2wt PB1 HTS = raises or lowers MEK5 binding to wildtype human MEKK2 PB1 domain; actives 1.1% (n = 290,000); bead flow cytometry, Alexa488-MEK5 binding to MEKK2 WT; actives lie on both sides; Q9Y2U5; binding response (% of control), % at 10 µM; in the data active = binding response below about 67% or above about 130%
GalR3 antagonist = antagonists of human GalR3. O60755. HEK293 GalR3-CNG cAMP membrane potential fluorescence; galR3 body fused to GalR1 C-terminus. inhibition, % at 3 µM. actives 0.44% (n = 360,000). AID 651719;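 active = inhibition above the screen-wide average plus 3 SD, cut at about 13% in these data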;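 note: forskolin and galanin both at EC90 stimulate the cells; cAMP rise reported by CNG channel membrane potential dye signal; 0% = forskolin plus galanin with DMSO and 100% = forskolin alone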
Target sequence (O60755 1-299 limits assumed): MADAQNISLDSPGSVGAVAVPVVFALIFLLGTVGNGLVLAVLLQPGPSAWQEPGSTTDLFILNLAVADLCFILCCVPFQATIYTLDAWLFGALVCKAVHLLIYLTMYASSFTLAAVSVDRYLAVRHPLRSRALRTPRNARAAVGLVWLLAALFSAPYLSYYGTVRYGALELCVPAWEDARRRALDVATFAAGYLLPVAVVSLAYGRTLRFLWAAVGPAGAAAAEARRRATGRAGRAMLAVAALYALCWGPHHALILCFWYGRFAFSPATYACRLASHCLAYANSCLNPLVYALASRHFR
HCV NS3 hel inh = inhibitors of Hepatitis C virus NS3 helicase. actives 0.56% (n = 290,000). NS3 helicase DNA unwinding, Cy5 molecular beacon fluorescence. AID 1800. inhibition, % at 10.9 µM;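 active = inhibition above the mean of all tested compounds plus 3 SD, set per campaign, cut at about 35% in these data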;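 note: 0% = DMSO wells and 100% = thioflavine S control wells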
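test system = hepatitis C virus NS3 helicase domain fragment enzyme | reagent = annealed dual-labelled DNA beacon duplex, ATP-started | times = 1 h at 25 °C | detection = Cy5 fluorescence, 0 and 60 min reads | read-out basis = percent inhibition from t60/t0 fluorescence ratio | control set = DMSO and thioflavine S | replication = one well per compound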
CRFR2-BP ag = CRF-BP/CRF-R2 complex agonism | HEK293 CRF-R2/CRF-BP, calcium dye fluorescence (FLIPR); percent of saturating CRF peptide response | activation, % at 13.2 µM | AID 588473 | actives 0.46% (n = 350,000);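 active = activation of at least 50%, plus an integration ratio under a set limit after plate pattern correction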;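 note: plate controls were neutral control wells without compound for no effect and CRF at EC100 for full effect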
CRFR2-BP antag = CRF-BP/CRF-R2 complex antagonism; HEK293 CRF-R2/CRF-BP, CRF-induced calcium fluorescence; inhibition, % at 11.8 µM; actives 0.59% (n = 350,000);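 active = inhibition of the ligand-induced calcium signal above about 50% at the single tested concentration, limit read from the data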
DNA FID counter = displaces DNA intercalator in HCV helicase counter-screen | DNA fluorescent intercalator displacement, fluorescence | inhibition, % at 7.9 µM | actives 0.17% (n = 290,000) | AID 1845; in the data active = inhibition above about 37%;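 note: 0% = vehicle and 100% = reference compound; higher means more ethidium bromide displaced from hairpin DNA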
MEKK3 PB1 HTS = MEKK3-MEK5 PB1 interaction, increase or decrease. Q99759. bead-based flow cytometry, Alexa488-MEK5 binding to MEKK3; actives lie on both sides; 0 = blocked by unlabeled MEK5, 100 = vehicle. binding response (% of control), % at 10 µM. actives 1.4% (n = 290,000). AID 1529;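 active = binding response more than 3 SD above or below the average of its plate-row segment, actives on both sides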;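 note: Alexa488 bead fluorescence after subtracting the streptavidin-only scavenger bead signal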
MEKK2mut PB1 HTS = signal of MEK5 binding to mutant human MEKK2 PB1 domain. bead flow cytometry, Alexa488-MEK5 binding to MEKK2 mutant. percent response, % at 10 µM. actives 0.35% (n = 290,000); in the data active = percent response above about 24%, passing the limit was not always enough; note: inactives centre near 1; some results filed as inactive read as strong as hits
UBC9 SUMO inh = inhibitors of human SUMOylation (UBC9). P63279. HTRF SUMOylation assay, SAE1/SAE2 + UBC9, in vitro. inhibition, % at 35 µM. actives 0.36% (n = 290,000). AID 2006; in the data active = inhibition above about 50%, passing the limit was not always enough; note: strong numbers were not always called active
Target sequence (P63279 whole entry, looked up): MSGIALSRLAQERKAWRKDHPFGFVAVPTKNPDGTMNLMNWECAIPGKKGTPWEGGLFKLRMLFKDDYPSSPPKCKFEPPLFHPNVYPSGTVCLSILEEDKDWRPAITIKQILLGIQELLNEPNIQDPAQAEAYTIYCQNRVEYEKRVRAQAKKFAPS
* marks the source's active call; other numbers are inactive results; · = no result given; [ ] = remark or other dose.

SMILES	MEKK2wt PB1 HTS	GalR3 antagonist	HCV NS3 hel inh	CRFR2-BP ag	CRFR2-BP antag	DNA FID counter	MEKK3 PB1 HTS	MEKK2mut PB1 HTS	UBC9 SUMO inh
Oc1ccc(Br)cc1-c1cc(-c2ccco2)[nH]n1	99	-3	-7	2.8	-11	1	103	-2	-10
Cc1ccc(Oc2nc(-c3ccccn3)nc3ccccc23)cc1	103	-1	0	-1.4	4	1	105	5	16
COC(=O)CC1C(=O)NCCN1C(=O)Nc1ccc(Cl)c(Cl)c1 (stereo unspecified)	103	-6	8	-1.5	14	2	100	2	14
COc1ccccc1CNCC(=O)Nc1ccc(C#N)cc1	100	-5	-4	-0.6	1	7	98	-3	4
O=C(Cc1ncc(C(F)(F)F)cc1Cl)NCc1cccnc1	100	-8	-7	5.3	-8	-5	106	8	18
COc1ccc(-c2csc(N(CCCN(C)C)C(=O)c3ccccc3C)n2)cc1	143*	-15	-53	4.4	-15	24	107	16	8
S=C(NC1CCCCC1)N1CCN(Cc2ccccc2Cl)CC1	103	1	-6	-0.1	-13	-9	103	6	9
COCCCNC(=S)N/N=C/c1cccc(OC)c1O	98	0	-17	0.0	0	-13	98	0	21
CCCCNC(=O)C1CC(=O)N(C2CCCCC2)C1 (stereo unspecified)	96	3	-18	-0.7	20	-3	99	-4	-15
Cc1cccc(NC(=O)CO/N=C/c2ccc3c(c2)OCO3)c1	99	1	-7	0.6	30	-10	93	6	1
COc1cc(C2CC(=O)NC3=C2C(=O)CC(C)(C)C3)ccc1O (stereo unspecified)	101	2	7	2.5	-13	0	85	1	6
CCC(C)[C@H](NC(=O)[C@@H]1Cc2ccccc2CN1C(=O)OC(C)(C)C)C(=O)NCC1CCC(C(=O)O)CC1 (stereo partly specified)	105	-6	5	-2.8	81*	-52	104	-1	11
O=C(C1CCC(CNS(=O)(=O)c2ccccc2)CC1)N1CCOCC1 (stereo unspecified)	108	-7	4	-3.9	20	-11	104	10	0
O=C(Nc1ccc(N2CCCC2)c(Cl)c1)c1ccc2c(c1)OCCO2	98	-4	-17	1.0	9	-7	105	1	·
Cn1c(/C=C/c2cccc(Br)c2)nc2ccccc2c1=O	97	-3	1	1.0	-2	-25	95	-2	1
CC(C)CN(C(=O)CCc1ccccc1)c1c(N)n(CC(C)C)c(=O)[nH]c1=O	106	2	-3	2.0	-8	-6	104	2	-4
Cc1nc(-c2ccc(-n3nncc3-c3ccco3)cc2)cs1	99	-6	56*	4.9	6	-39	104	5	22
CN(C)c1ccc(/C=C/c2ccc3c4ccccc4ccc3[n+]2-c2ccccc2)cc1	41*	18*	63*	0.0	19	78*	18*[inhibitor]	-33	-22
Cc1ccc(CCNC(=O)C2CCCN(C(=O)c3cc4sccc4n3C)C2)cc1 (stereo unspecified)	92	-3	0	-0.7	-4	-42	90	-7	19
COc1ccc2[nH]c3c(c2c1)CCN1C(=O)N([C@@H](C)C(=O)NC2CCCCC2C)C(=O)[C@]31C (stereo partly specified)	97	0	19	-0.9	17	-43	98	3	1
COc1cccc2sc(N(CCCN(C)C)C(=O)C(c3ccccc3)c3ccccc3)nc12	178*	-8	-69	4.9	0	21	111	22	-3
O=C(CN1C(=O)c2ccccc2S1(=O)=O)Nc1cccnc1	106	2	1	-1.2	2	-5	102	9	25
Cc1nn(Cc2ccccc2)c2sc(C(=O)NCc3cccnc3)cc12	108	6	4	0.5	-1	-18	104	2	28
O=c1oc(-c2ccccc2NS(=O)(=O)c2ccc3ccccc3c2)nc2ccccc12	93	-11	-17	1.7	-29	21	94	-3	18

Next part; it opens with the 2 that closed the last part.
SMILES	MEKK2wt PB1 HTS	GalR3 antagonist	HCV NS3 hel inh	CRFR2-BP ag	CRFR2-BP antag	DNA FID counter	MEKK3 PB1 HTS	MEKK2mut PB1 HTS	UBC9 SUMO inh
Cc1nn(Cc2ccccc2)c2sc(C(=O)NCc3cccnc3)cc12	108	6	4	0.5	-1	-18	104	2	28
O=c1oc(-c2ccccc2NS(=O)(=O)c2ccc3ccccc3c2)nc2ccccc12	93	-11	-17	1.7	-29	21	94	-3	18
CCn1cc(C(=O)N[C@H](C(=O)NC(C)(C)CO)C(C)C)c(=O)c2cc3c(cc21)OCO3	100	-12	0	-2.7	16	-18	100	2	5
Cc1ccc(N2C(=O)Nc3ccc(Br)cc3C2(O)C(=O)NCCN(C)C)cc1C (stereo unspecified)	109	-10	20	-0.1	5	-5	107	8	29
O=C(Nc1cccc(NC(=O)c2nccc3ccccc23)c1)c1ccco1	·	-4	·	-0.9	-9	·	·	·	3
CCCC1(CCC)NC(=O)N(CC(=O)Nc2cccc(OC)c2)C1=O	107	-4	2	2.7	-9	-10	104	6	8
CCCCNC(=O)CSc1nc2c(sc(=S)n2-c2cc(Cl)ccc2OC)c(=O)[nH]1	99	-12	-10	2.1	7	-19	97	1	21
O=C(NC(=S)Nc1ccccc1N1CCN(C(=O)c2ccccc2)CC1)c1ccccc1F	98	-3	3	1.4	-22	-39	99	2	-2
C[C@@H]1C(=O)O[C@@H]2CC34[C@H]5C[C@@H](C(C)(C)C)C36[C@H](OC(=O)[C@@H]6O)OC4(C(=O)O5)[C@@]12O (stereo partly specified)	94	-1	-3	0.2	-6	-3	110	7	-5
Cc1ccc(N2C(=O)c3ccccc3C2(O)c2ncc[nH]2)cc1 (stereo unspecified)	106	-2	-2	0.2	-7	1	102	3	19
COc1ccc(-c2cc(=NC(CC(C)C)C(=O)O)c3cc(C)ccc3o2)cc1 (stereo unspecified)	97	-5	-26	-2.1	2	1	99	2	23
CCCC(=O)Nc1cccc(C(=O)Nc2nccs2)c1	99	-3	-1	-1.9	-12	-3	103	-1	18
COc1ccc(CCNC(=O)CN2C(=O)COc3ccc(S(=O)(=O)N4CCOCC4)cc32)cc1OC	107	6	0	0.9	3	-19	105	5	-7
CCOc1cc(/C=C2/SC(=Nc3ccccc3)N(Cc3cccnc3)C2=O)ccc1OCC#N	106	-3	-2	4.6	-79	-2	107	2	-10
CC(=O)Cn1c(CN2CCN(C(=O)c3ccco3)CC2)nc2c1c(=O)n(C)c(=O)n2C	99	-7	2	12	-11	-10	103	1	18
O=C(COC(=O)c1ccc2ncsc2c1)NC(=O)c1ccccc1	96	-1	-10	-0.7	-15	-2	103	-1	-1
CC(C)CCN(C(=S)Nc1cccc(F)c1)C(C)c1cccs1 (stereo unspecified)	59	-2	-2	0.6	-16	2	46*[inhibitor]	-13	-9
CCOc1ccc2nc(N3CCOCC3)nc(C)c2c1	101	3	0	-1.0	-20	-11	100	2	22
CCn1c(C)nc2c1C(=O)c1ccccc1C2=O	99	2	1	-2.4	8	2	96	-3	20
COC(=O)C1=C(N)Oc2cc(C)[nH]c(=O)c2C1c1cc(OC)c(OC)c(OC)c1 (stereo unspecified)	102	-4	-1	0.1	0	-2	103	6	13
COc1cccc(-c2c(C(=O)N/N=C(\C)c3cccnc3)nnn2-c2nonc2N)c1	99	5	-1	-0.6	-17	-37	98	6	10
O=C(CCNC(=O)c1ccco1)Nc1ccc(F)c(Cl)c1	104	-9	-3	-1.2	2	-2	104	-1	11
CCN(CC)c1ccc(C2C3CCCCC3(O)CCN2CC(=O)Nc2ccccc2)cc1 (stereo unspecified)	99	-5	-19	-1.0	5	5	99	1	-5
COc1ccc(/C=N/OCC(=O)NC(c2ccccc2)c2ccccc2)c(OC)c1	90	-10	-6	-0.3	20	-20	92	-4	-24
Cn1c(SCc2c(F)cccc2Cl)nnc1-c1cnccn1	100	-1	8	14	23	-13	100	-1	2
Nc1cc(-c2ccccc2)nn1Cc1ccc(Cl)cc1	100	-4	-14	-0.6	10	-2	104	11	21

Single records, as listed above. Order of screens: MEKK2wt PB1 HTS, GalR3 antagonist, HCV NS3 hel inh, CRFR2-BP ag, CRFR2-BP antag, DNA FID counter, MEKK3 PB1 HTS, MEKK2mut PB1 HTS, UBC9 SUMO inh
`Cc1ccc(CCNC(=O)C2CCCN(C(=O)c3cc4sccc4n3C)C2)cc1` (stereo unspecified) is entered as 92, -3, 0, -0.7, -4, -42, 90, -7, 19
`Nc1cc(-c2ccccc2)nn1Cc1ccc(Cl)cc1` is entered as 100, -4, -14, -0.6, 10, -2, 104, 11, 21
`COc1ccc(CCNC(=O)CN2C(=O)COc3ccc(S(=O)(=O)N4CCOCC4)cc32)cc1OC` is entered as 107, 6, 0, 0.9, 3, -19, 105, 5, -7
`O=C(NC(=S)Nc1ccccc1N1CCN(C(=O)c2ccccc2)CC1)c1ccccc1F` is entered as 98, -3, 3, 1.4, -22, -39, 99, 2, -2
`CCn1c(C)nc2c1C(=O)c1ccccc1C2=O` is entered as 99, 2, 1, -2.4, 8, 2, 96, -3, 20

Additional results.
SMILES	MEKK2wt PB1 HTS	GalR3 antagonist	HCV NS3 hel inh	CRFR2-BP ag	CRFR2-BP antag	DNA FID counter	MEKK3 PB1 HTS	MEKK2mut PB1 HTS	UBC9 SUMO inh
O=C(/C=C/c1cccc([N+](=O)[O-])c1)NCCN1C(=O)S/C(=C\c2cccnc2)C1=O	86	6	-26	-2.1	2	-4	76	-9	19
O=C(COc1ccc(Cl)cc1)N1CCN(c2ccc([N+](=O)[O-])c(N3CCOCC3)c2)CC1	100	0	-9	0.4	5	-26	111	-1	15
COc1ccc(C(=O)OCC(=O)NC(=O)NC2CCCC2)c(OC)c1	100	-3	4	-0.1	-17	-23	107	2	15
Cc1nn(C)cc1/C=N/NC(=O)Cn1cncn1	97	-5	-3	0.5	-5	-1	103	7	11
O=C(CCCCCNc1nc(=S)[nH]c2ccccc12)NCCC1=CCCCC1	91	-1	6	-3.3	2	-6	101	-10	11
O=C(Nc1ccc(F)cc1)c1ccccc1NC(=O)C1CC=CCC1C(=O)O (stereo unspecified)	110	2	3	-0.7	-3	-21	103	7	-1
CCCCNc1nc(NC)nc(Cl)c1SC	97	-2	-2	-0.7	-8	1	101	-5	11
Cc1ccc(N(Cc2cc3ccccc3[nH]c2=O)S(=O)(=O)c2ccccc2)cc1	91	-3	-2	1.3	-62	0	96	-1	-29
CCOC(=O)c1[nH]c2ccc(OCC)cc2c1NC(=O)CN1CCN(c2ccccc2)CC1	100	-4	-10	-0.6	-21	-3	105	1	23

Ordered by SMILES length (low to high): part of the list above
SMILES	MEKK2wt PB1 HTS	GalR3 antagonist	HCV NS3 hel inh	CRFR2-BP ag	CRFR2-BP antag	DNA FID counter	MEKK3 PB1 HTS	MEKK2mut PB1 HTS	UBC9 SUMO inh
CCCCNc1nc(NC)nc(Cl)c1SC	97	-2	-2	-0.7	-8	1	101	-5	11
Cc1nn(C)cc1/C=N/NC(=O)Cn1cncn1	97	-5	-3	0.5	-5	-1	103	7	11
COc1ccc(C(=O)OCC(=O)NC(=O)NC2CCCC2)c(OC)c1	100	-3	4	-0.1	-17	-23	107	2	15
CCOC(=O)c1[nH]c2ccc(OCC)cc2c1NC(=O)CN1CCN(c2ccccc2)CC1	100	-4	-10	-0.6	-21	-3	105	1	23

Not all compounds are listed (hit frequency here may not be typical).
